RGS4 act: RGS4 potentiation or activation. HEK293 M3R/inducible RGS4, carbachol calcium flux Fluo4; active compounds read low. B-score at 10 µM. 310,000 compounds, 0.92% hits;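 active means B-score of the integrated calcium signal more than 4 SD below the library mean, with starting fluorescence not abnormally high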;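 further: negative B-score means reduced calcium response which marks RGS4 activation or potentiation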
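System: HEK293 FlpIn-TREx cells, stable M3R, doxycycline-inducible RGS4. Timing: overnight RGS4 induction, 30 min dye load 37 °C, 20 min compound RT. Also added: carbachol, ECmax concentration. Measured by: Fluo4 fluorescence kinetic imaging of calcium. Evaluation: integrated calcium ratio converted to B score.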
hERG rescue: compounds protecting human hERG from proarrhythmic drug block; Q12809; CHO-hERG, FluxOR thallium flux, dofetilide IC70 present; activation (rescue from dofetilide block), less the hit threshold, % at 10 µM; 310,000 compounds, 0.51% hits; AID 1511;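 active means activation above the mean of controls blocked by dofetilide plus 5 SD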;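 further: thallium influx through hERG after potassium depolarization seen as dye fluorescence rise; in these data hits start at about 4.7%; inactives centre near -7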
KCNK3 inh: human KCNK3 channel inhibition, primary screen; CHO-KCNK3 thallium flux, FluxOR fluorescence; active compounds read low; B-score at 10 µM; 340,000 compounds, 0.84% hits; AID 602410;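 active means B-score under library mean minus 4 SD, starting fluorescence ratio at most library mean plus 5 SD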;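 further: more negative B-score means stronger inhibition of thallium flux through KCNK3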
KCNK9 inh: blocks the human KCNK9 two-pore domain potassium channel | Q9NPC2 | HEK293 KCNK9, FluxOR thallium flux fluorescence; active compounds read low | B-score at 10 µM | 310,000 compounds, 1.2% hits | AID 488922;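 active means ratio B-score over 3 SD below the library mean, with starting fluorescence within 5 SD of its mean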;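 further: negative B-score means less thallium flux so channel inhibition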
Target sequence (Q9NPC2 whole entry, looked up, the tested form may be a part): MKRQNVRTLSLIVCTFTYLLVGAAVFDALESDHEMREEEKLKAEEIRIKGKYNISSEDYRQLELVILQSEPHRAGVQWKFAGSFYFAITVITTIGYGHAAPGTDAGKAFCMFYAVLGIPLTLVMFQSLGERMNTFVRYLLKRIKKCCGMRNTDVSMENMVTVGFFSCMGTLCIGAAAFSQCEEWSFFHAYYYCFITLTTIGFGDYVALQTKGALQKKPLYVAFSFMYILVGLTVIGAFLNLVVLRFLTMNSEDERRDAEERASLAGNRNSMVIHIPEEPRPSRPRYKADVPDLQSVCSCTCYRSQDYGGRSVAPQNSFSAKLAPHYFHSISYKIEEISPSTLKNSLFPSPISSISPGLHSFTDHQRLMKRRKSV
TMEM16A inh: mouse TMEM16A channel inhibition, primary screen | AID 588511 | Q8BHY3 | normalized B-score (activity score, 25-100; higher = stronger inhibition) at 10 µM | HEK293 TMEM16A/YFP iodide influx fluorescence, ionomycin | 310,000 compounds, 1.2% hits;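 active means ratio plate-corrected score three or more library SD toward inhibition, starting fluorescence score within five deviations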;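 further: score derived from kinetic fluorescence span divided by baseline fluorescence per well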
KCNQ1 act: potentiates or activates the human KCNQ1 potassium channel. AID 2648. B-score at 10 µM. 310,000 compounds, 0.35% hits. CHO-K1 KCNQ1, thallium flux FluxOR fluorescence; active compounds read high;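 active means fluorescence ratio B-score, a plate-corrected score, at least three library SD, with initial intensity B-score within 5 SD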
Target sequence (P51787 whole entry, looked up): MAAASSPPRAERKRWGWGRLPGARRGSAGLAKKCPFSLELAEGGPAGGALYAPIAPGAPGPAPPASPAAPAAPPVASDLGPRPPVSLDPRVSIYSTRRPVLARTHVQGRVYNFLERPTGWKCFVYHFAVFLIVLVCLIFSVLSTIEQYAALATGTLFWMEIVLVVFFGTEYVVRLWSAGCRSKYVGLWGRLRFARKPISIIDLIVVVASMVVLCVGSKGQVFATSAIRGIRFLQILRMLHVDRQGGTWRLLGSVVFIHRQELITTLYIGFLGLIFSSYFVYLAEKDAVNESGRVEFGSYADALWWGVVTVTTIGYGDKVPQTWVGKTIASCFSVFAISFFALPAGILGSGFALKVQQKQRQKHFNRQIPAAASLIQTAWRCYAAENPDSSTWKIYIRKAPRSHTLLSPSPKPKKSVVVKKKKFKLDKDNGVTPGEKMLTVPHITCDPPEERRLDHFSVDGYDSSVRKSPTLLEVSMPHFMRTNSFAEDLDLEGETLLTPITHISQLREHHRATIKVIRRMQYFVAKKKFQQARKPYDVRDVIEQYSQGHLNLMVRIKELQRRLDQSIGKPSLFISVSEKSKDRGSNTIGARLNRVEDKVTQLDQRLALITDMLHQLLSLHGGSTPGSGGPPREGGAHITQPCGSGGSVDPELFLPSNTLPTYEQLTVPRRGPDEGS
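assay system = KCNQ1-transfected CHO-K1 cells | medium = assay buffer with matched DMSO | probe or stimulus = depolarizing K+/Tl+ stimulus, K2SO4 and Tl2SO4 each 12.5 mM in 5x stock | dosing = single dose | incubation = dye 90 min, compound 20 min, room temperature | detection = kinetic FluxOR fluorescence, 10 s baseline plus 110 s post-stimulus | evaluation = ratio B score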
MrgX1 allo act: allosterically activates human MrgX1 receptor signaling | MrgX1-HEK293, Fluo-4 calcium flux, FDSS; active compounds read high | B-score at 10 µM | 310,000 compounds, 0.63% hits;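 active means plate-corrected calcium response at least 3 library SD above typical, normal starting fluorescence, not activating the receptor alone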;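 further: compound read alongside a low EC10 to EC30 dose of BAM8-22 agonist; peak minus trough fluorescence over baseline measured at the second addition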
MrgX1 ag: activates human MrgX1 receptor signaling; Q96LB2; MrgX1-HEK293 cells, Fluo-4 calcium fluorescence, agonist mode; active compounds read high; B-score at 10 µM; 310,000 compounds, 0.44% hits; AID 588627;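 active means calcium response B-score plate-corrected fluorescence ratio at least 3 library SD, with starting fluorescence B-score inside 5 SD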
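times = overnight plating, then 30 min 37 °C plus 30 min room-temperature dye loading | assay system = stable human MrgX1 HEK293 cell line | input = fifteen thousand cells per well | signal = kinetic calcium dye fluorescence, Fluo-4 NW | dosing = compound delivered in addition one of three | read-out = B-scored fluorescence response ratio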
RGS4 inh: inhibitors of human RGS4. 310,000 compounds, 0.45% hits. AID 463165. B-score at 10 µM. P49798. HEK293 M3R/RGS4 inducible, Fluo-4 calcium flux; active compounds read high; triggered by carbachol at its EC20;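 active means B-score, a plate-corrected calcium signal, over three deviations above library mean, with baseline fluorescence within five deviations of library mean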;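 further: RGS4 expression induced by doxycycline in cells with stable M3 receptor; B-score is computed from the integrated fluorescence ratio over baseline after carbachol; higher B-score means a larger calcium signal and so more RGS4 inhibition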
KCNQ1 block: blocks the human KCNQ1 potassium channel | B-score at 10 µM | P51787 | CHO-K1 KCNQ1, FluxOR thallium flux fluorescence; active compounds read high | AID 2642 | 310,000 compounds, 1.3% hits;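 active means compounds whose thallium flux B-score, printed positive for inhibition, exceeds three library SD while starting fluorescence stays within three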;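 further: channel opened by potassium depolarization with thallium stimulus after 20 min compound exposure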
ANO1 activ: activators or potentiators of mouse TMEM16A chloride channel; 340,000 compounds, 0.3% hits; Q8BHY3; AID 623877; HEK293 TMEM16A/YFP-H148Q/I152L, iodide quench fluorescence; active compounds read low; B-score at 10 µM;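 active means fluorescence-ratio B-score plate-corrected deviation score at least 3 library SD below zero, with starting fluorescence score within 5 deviations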;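 further: channel opened by trigger with iodide after compound preincubation; score built on the fluorescence ratio of max minus min over baseline; more negative score means more quench and so TMEM16A activation or potentiation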
Active calls of the source: *. Not a hit list, and some 6.3% of all compounds hit somewhere here.

`Cc1ccc(C)c(OCCC(=O)OCC(=O)Nc2ccc(Cl)cn2)c1` gave RGS4 act inactive, hERG rescue -18, KCNK3 inh inactive, KCNK9 inh inactive, TMEM16A inh inactive, KCNQ1 act inactive, MrgX1 allo act inactive, MrgX1 ag inactive, RGS4 inh inactive, KCNQ1 block inactive and ANO1 activ inactive.
`CCN(CC)Cc1nc2c(c(=O)[nH]1)C1(CCCC1)Cc1ccccc1-2` gave RGS4 act inactive, hERG rescue -14, KCNK3 inh inactive, KCNK9 inh inactive, TMEM16A inh inactive, KCNQ1 act inactive, MrgX1 allo act inactive, MrgX1 ag inactive, RGS4 inh inactive, KCNQ1 block inactive and ANO1 activ inactive.
CCCS(=O)(=O)c1csc(C(=O)OC)c1N was read as RGS4 act inactive, hERG rescue -6, KCNK3 inh inactive, KCNK9 inh inactive, TMEM16A inh inactive, KCNQ1 act inactive, MrgX1 allo act inactive, MrgX1 ag inactive, RGS4 inh inactive, KCNQ1 block inactive and ANO1 activ inactive.
`Cn1cc(C(=O)NC2CCCCC2)c(=O)c2cc(S(=O)(=O)N3CCOCC3)ccc21` gave RGS4 act inactive, hERG rescue -10, KCNK3 inh inactive, KCNK9 inh inactive, TMEM16A inh inactive, KCNQ1 act inactive, MrgX1 allo act inactive, MrgX1 ag inactive, RGS4 inh inactive, KCNQ1 block inactive and ANO1 activ inactive.
`CCOC(=O)c1c(NC(=O)COC(=O)Cc2c[nH]c3ccccc23)sc(C(=O)N(C)C)c1C` gave RGS4 act inactive, hERG rescue -18, KCNK3 inh inactive, KCNK9 inh inactive, TMEM16A inh inactive, KCNQ1 act inactive, MrgX1 allo act inactive, MrgX1 ag inactive, RGS4 inh inactive, KCNQ1 block inactive and ANO1 activ inactive.
`NNC(=O)CCC(=O)Nc1ccccc1` gave RGS4 act inactive, hERG rescue -13, KCNK3 inh inactive, KCNK9 inh inactive, TMEM16A inh inactive, KCNQ1 act inactive, MrgX1 allo act inactive, MrgX1 ag inactive, RGS4 inh inactive, KCNQ1 block inactive and ANO1 activ inactive.
CCCCOc1ccccc1C1C(C(=O)OC)=C(C)N(C)C(C)=C1C(=O)OC was read as RGS4 act inactive, hERG rescue -1, KCNK3 inh inactive, KCNK9 inh inactive, TMEM16A inh inactive, KCNQ1 act inactive, MrgX1 allo act inactive, MrgX1 ag inactive, RGS4 inh inactive, KCNQ1 block inactive and ANO1 activ inactive.
`O=[N+]([O-])c1ccc(O)c(-c2nc(-c3ccccc3)c(-c3cccs3)[nH]2)c1` gave RGS4 act inactive, hERG rescue -19, KCNK3 inh inactive, KCNK9 inh inactive, TMEM16A inh 25*, KCNQ1 act inactive, MrgX1 allo act inactive, MrgX1 ag inactive, RGS4 inh inactive, KCNQ1 block inactive and ANO1 activ inactive.
For CSCC[C@H](NC(=O)COc1ccc(Cl)cc1)C(=O)N1CCC2(CC1)NCCc1[nH]cnc12 the results were RGS4 act inactive, hERG rescue -6, KCNK3 inh inactive, KCNK9 inh inactive, TMEM16A inh inactive, KCNQ1 act inactive, MrgX1 allo act inactive, MrgX1 ag inactive, RGS4 inh inactive, KCNQ1 block inactive and ANO1 activ inactive.
For CCC(=O)Nc1cc(OC)c(NC(=O)c2ccccc2)cc1OC the results were RGS4 act inactive, hERG rescue -6, KCNK3 inh inactive, KCNK9 inh inactive, TMEM16A inh inactive, KCNQ1 act inactive, MrgX1 allo act inactive, MrgX1 ag inactive, RGS4 inh inactive, KCNQ1 block inactive and ANO1 activ inactive.
Screening CCCN1Cc2cccc(C(=O)NCCc3ccccc3)c2C1=O returned RGS4 act inactive, hERG rescue -3, KCNK3 inh inactive, KCNK9 inh inactive, TMEM16A inh inactive, KCNQ1 act inactive, MrgX1 allo act inactive, MrgX1 ag inactive, RGS4 inh inactive, KCNQ1 block inactive and ANO1 activ inactive.
CCCOc1ccc(/C=c2\sc3ncnn3c2=O)cc1 was read as RGS4 act inactive, hERG rescue -5, KCNK3 inh inactive, KCNK9 inh inactive, TMEM16A inh inactive, KCNQ1 act inactive, MrgX1 allo act inactive, MrgX1 ag inactive, RGS4 inh 5.8*, KCNQ1 block inactive and ANO1 activ inactive.
Screening CC(C)CC[n+]1ccn(-c2nc3ccccc3nc2[N-]S(=O)(=O)c2ccc(Cl)cc2)c1 returned RGS4 act inactive, hERG rescue -3, KCNK3 inh inactive, KCNK9 inh inactive, TMEM16A inh inactive, KCNQ1 act inactive, MrgX1 allo act inactive, MrgX1 ag inactive, RGS4 inh inactive, KCNQ1 block inactive and ANO1 activ inactive.
`COC(=O)c1ccc(CSc2nc3sc(C)c(C)c3c(=O)[nH]2)cc1` gave RGS4 act inactive, hERG rescue -6, KCNK3 inh inactive, KCNK9 inh inactive, TMEM16A inh inactive, KCNQ1 act inactive, MrgX1 allo act inactive, MrgX1 ag inactive, RGS4 inh inactive, KCNQ1 block inactive and ANO1 activ inactive.
For COc1ccc(N2Cc3ccccc3C2)cc1Cl the results were RGS4 act inactive, hERG rescue -9, KCNK3 inh inactive, KCNK9 inh inactive, TMEM16A inh inactive, KCNQ1 act inactive, MrgX1 allo act inactive, MrgX1 ag inactive, RGS4 inh inactive, KCNQ1 block inactive and ANO1 activ inactive.
`C=CCNC(=O)c1onc(CSc2ccc(F)c(F)c2)c1C(=O)O` gave RGS4 act inactive, hERG rescue -8, KCNK3 inh inactive, KCNK9 inh inactive, TMEM16A inh inactive, KCNQ1 act inactive, MrgX1 allo act inactive, MrgX1 ag inactive, RGS4 inh inactive, KCNQ1 block inactive and ANO1 activ inactive.
Screening CC(CCn1cccn1)NC(=O)CCc1nnc(C2CCCCC2)o1 (stereo not drawn) returned RGS4 act inactive, hERG rescue -5, KCNK3 inh inactive, KCNK9 inh inactive, TMEM16A inh inactive, KCNQ1 act inactive, MrgX1 allo act inactive, MrgX1 ag inactive, RGS4 inh inactive, KCNQ1 block inactive and ANO1 activ inactive.
For O=C(Cn1nnc(-c2cccs2)n1)Nc1ccccc1C(F)(F)F the results were RGS4 act inactive, hERG rescue -16, KCNK3 inh inactive, KCNK9 inh inactive, TMEM16A inh inactive, KCNQ1 act inactive, MrgX1 allo act inactive, MrgX1 ag inactive, RGS4 inh inactive, KCNQ1 block inactive and ANO1 activ inactive.
Screening COc1cc(/C=N/Nc2ccccc2C(F)(F)F)ccc1O returned RGS4 act inactive, hERG rescue -12, KCNK3 inh inactive, KCNK9 inh -6.9*, TMEM16A inh inactive, KCNQ1 act inactive, MrgX1 allo act inactive, MrgX1 ag inactive, RGS4 inh inactive, KCNQ1 block inactive and ANO1 activ inactive.
`CCOC(=O)c1ccc(NS(=O)(=O)c2c(C)n(C)c(=O)n(C)c2=O)cc1` gave RGS4 act inactive, hERG rescue -5, KCNK3 inh inactive, KCNK9 inh inactive, TMEM16A inh inactive, KCNQ1 act inactive, MrgX1 allo act inactive, MrgX1 ag inactive, RGS4 inh inactive, KCNQ1 block inactive and ANO1 activ inactive.
For Cc1ccc(N2C(=O)CC3(CC4C=CC3C4)C2=O)cc1 (stereo not drawn) the results were RGS4 act inactive, hERG rescue -7, KCNK3 inh inactive, KCNK9 inh inactive, TMEM16A inh inactive, KCNQ1 act inactive, MrgX1 allo act inactive, MrgX1 ag inactive, RGS4 inh inactive, KCNQ1 block inactive and ANO1 activ inactive.
Screening COc1cc2c(cc1NC(=O)CC1SC(N3CCCC3)=NC1=O)oc1ccccc12 (stereo not drawn) returned RGS4 act inactive, hERG rescue -2, KCNK3 inh inactive, KCNK9 inh inactive, TMEM16A inh inactive, KCNQ1 act inactive, MrgX1 allo act inactive, MrgX1 ag inactive, RGS4 inh inactive, KCNQ1 block inactive and ANO1 activ inactive.
Screening O=C(Nc1ccc(F)cc1)Nc1cc(OCC(F)(F)F)cc(OCC(F)(F)F)c1 returned RGS4 act inactive, hERG rescue -15, KCNK3 inh inactive, KCNK9 inh inactive, TMEM16A inh inactive, KCNQ1 act inactive, MrgX1 allo act inactive, MrgX1 ag inactive, RGS4 inh inactive, KCNQ1 block inactive and ANO1 activ inactive.
For CC(C)C(=O)N1CCN(c2ccccc2NC(=O)COc2ccccc2)CC1 the results were RGS4 act inactive, hERG rescue -10, KCNK3 inh inactive, KCNK9 inh inactive, TMEM16A inh inactive, KCNQ1 act inactive, MrgX1 allo act inactive, MrgX1 ag inactive, RGS4 inh inactive, KCNQ1 block inactive and ANO1 activ inactive.
For CC1CCc2nn(CC(=O)Nc3c(F)cc(F)cc3Br)cc2C1 (stereo not drawn) the results were RGS4 act inactive, hERG rescue -7, KCNK3 inh inactive, KCNK9 inh inactive, TMEM16A inh inactive, KCNQ1 act inactive, MrgX1 allo act inactive, MrgX1 ag inactive, RGS4 inh inactive, KCNQ1 block inactive and ANO1 activ inactive.
`Cc1noc(C)c1COC(=O)CCN1c2ccccc2Sc2ccccc21` gave RGS4 act inactive, hERG rescue -9, KCNK3 inh -9.7*, KCNK9 inh inactive, TMEM16A inh inactive, KCNQ1 act inactive, MrgX1 allo act inactive, MrgX1 ag inactive, RGS4 inh inactive, KCNQ1 block inactive and ANO1 activ inactive.
For NC1=NC[C@@H](Cc2ccc(O)cc2)N1CCc1cccc(F)c1 the results were RGS4 act inactive, hERG rescue -10, KCNK3 inh inactive, KCNK9 inh inactive, TMEM16A inh inactive, KCNQ1 act inactive, MrgX1 allo act inactive, MrgX1 ag 31*, RGS4 inh inactive, KCNQ1 block inactive and ANO1 activ inactive.
For COC(=O)Cc1cn(-c2ncc(C(F)(F)F)cc2Cl)c2ccccc12 the results were RGS4 act inactive, hERG rescue -2, KCNK3 inh inactive, KCNK9 inh inactive, TMEM16A inh inactive, KCNQ1 act inactive, MrgX1 allo act inactive, MrgX1 ag inactive, RGS4 inh inactive, KCNQ1 block inactive and ANO1 activ inactive.
Screening Cc1ccc(C)c(C(=O)COC(=O)c2ccc(Br)o2)c1 returned RGS4 act inactive, hERG rescue -8, KCNK3 inh inactive, KCNK9 inh -8.7*, TMEM16A inh inactive, KCNQ1 act inactive, MrgX1 allo act inactive, MrgX1 ag inactive, RGS4 inh inactive, KCNQ1 block inactive and ANO1 activ inactive.

Screening results from PubChem.
